XIAP antagonists: XIAP antagonists, biochemical, IAP family, fluorescence polarization (AID 1018) | XIAP BIR domain, fluorescence polarization peptide displacement; higher % means a stronger effect | displacement, % at 20 µM; hits with a dose series show IC50 in µM | 200,000 compounds, 0.007% hits; in the data active = displacement above about 50%; note: a part of the inactive calls stands beside numbers as strong as those of hits
Large T inhibition: SV40 large T antigen inhibitors, biochemical (AID 1903); SV40 large T antigen ATPase/helicase inhibition assay; higher % means a stronger effect; inhibition, % at 20 µM; hits with a dose series show IC50 in µM; 310,000 compounds, 0.39% hits; in the data active = a potency from the dose series; inconclusive = inhibition mostly from about 32% at the one dose, without a potency; inactive = the rest, 99 in 100 with inhibition below about 32%; note: strong numbers were not always called active
HIV peptide binding: inhibitors of HIV fusion peptide binding, primary screen, biochemical, uHTS, fluorescence dequenching (AID 1986) | inhibition, % at 20 µM; hits with a dose series show IC50 in µM | cell-free peptide binding, fluorescence dequenching, 30 min; higher % means a stronger effect | 290,000 compounds, 0.3% hits; in the data active = inhibition mostly above about 52%, no sharp cut-off; inactive = mostly below about 76%; note: some results filed as inactive read as strong as hits
MgcRacGAP inhibition: MgcRacGAP GTPase-activating activity inhibitors, confirmation, biochemical, ADP Hunter fluorescence | inhibition, % at 30 µM; hits with a dose series show IC50 in µM | 340,000 compounds, 0.6% hits | Rac GTPase-activating protein 1 (Homo sapiens) | MgcRacGAP-stimulated Rac1 GTP hydrolysis, ADP Hunter fluorescence; higher % means a stronger effect; GST-tagged Rac1 F28L mutant substrate;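 active = first-screen hits whose inhibition reached a set limit at any dose in the follow-up dose series; inconclusive = inhibition above the set first-screen limit but never retested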;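 note: fluorescence reports GDP produced by GAP-driven GTP hydrolysis; strong numbers were not always called active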
LYP phosphatase: inhibitors of LYP phosphatase, biochemical, fluorescence intensity, uHTS (AID 1779); inhibition, % at 11.5 µM, or IC50 in µM where a hit was titrated; recombinant LYP phosphatase, fluorescence intensity; higher % means a stronger effect; 290,000 compounds, 0.054% hits; Tyrosine-protein phosphatase non-receptor type 22 (Homo sapiens); in the data active = inhibition above about 50%;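 note: plate controls were vehicle with enzyme for no effect and no enzyme for full effect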
Siah-1 displacement: Siah-1 peptide-binding antagonists, primary screen, biochemical, fluorescence polarization, rhodamine-plectin, uHTS (AID 1817) | displacement, % at 20 µM, or IC50 in µM where a hit was titrated | Siah-1 / rhodamine-plectin peptide fluorescence polarization; higher % means a stronger effect | 290,000 compounds, 0.02% hits | E3 ubiquitin-protein ligase SIAH1 (Homo sapiens);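 active = displacement of at least 50% at 20 µM, with a fluorescence ratio check between 0.3 and a set limit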;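 note: plate controls were Siah plus tracer with DMSO for no effect and tracer alone without Siah for full effect; strong numbers were not always called active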
AID2073: inhibitors of Mint1-CaV2.2 protein interaction, biochemical, HTRF (AID 2073). one-dose inhibition, % at 20 µM; IC50 in µM for titrated hits. HTRF protein-protein interaction, Mint1-CaV2.2; higher % means a stronger effect. Voltage-dependent N-type calcium channel subunit alpha-1B (Homo sapiens). 290,000 compounds, 0.19% hits; in the data active = inhibition mostly above about 51%, no sharp cut-off; inconclusive = no clear call, values can overlap the other calls; inactive = mostly below about 53%; note: some results filed as inactive read as strong as hits
Dengue-2 NS5 capping: Dengue-2 NS5 methyltransferase inhibitors, primary screen, biochemical, confirmation dose response (AID 588689); Genome polyprotein (Dengue virus type 2 (strain 16681-PDK53)); Dengue-2 NS5 methyltransferase capping enzyme assay, biochemical; higher % means a stronger effect; one-dose inhibition, % at 25 µM; IC50 in µM for titrated hits; 340,000 compounds, 0.3% hits; in the data active = a potency from the dose series; inconclusive = inhibition above about 29% without an active follow-up result
RSV antiviral HEp-2: RSV antiviral activity via CPE protection, HEp-2 cells, primary 10 µM value included (AID 2391) | CPE inhibition, % at 10 µM; hits with a dose series show IC50 in µM | 310,000 compounds, 0.13% hits | HEp-2 cells, RSV-induced CPE inhibition; higher % means a stronger effect; in the data active = a potency from the dose series; inconclusive = CPE inhibition mostly from about 23% at the one dose, without a potency; inactive = the rest, 99 in 100 with CPE inhibition below about 21%; note: strong numbers were not always called active
Dengue-2 NS5 capping pilot replicate: also measured in Dengue-2 NS5 capping; calls as there; inhibition, %; measured here: pilot screen replicate inhibition
The depositor's hits bear a star. Rows were taken by chance. About 1.7% of those tested had a hit in this group.

COC(C[C@H](O)[C@H](C)[C@H](O)COCc1ccccc1)OC was read as HIV peptide binding 1.5%, MgcRacGAP inhibition 2.5%, LYP phosphatase -15.5%, Siah-1 displacement -2.4%, AID2073 -5.8% and Dengue-2 NS5 capping -4.8%.
Screening COc1ccc(CCN2CC(C(=O)NCCc3ccccc3)CC2=O)cc1OC (configuration not stated) returned XIAP antagonists -2.1%, Large T inhibition 0.1%, HIV peptide binding 0.4%, MgcRacGAP inhibition 9.7%, LYP phosphatase -8.5%, Siah-1 displacement 20.5%, AID2073 11.7%, Dengue-2 NS5 capping 0.0% and RSV antiviral HEp-2 0.7%.
`O=S(=O)(NCC(c1cccnc1)N1CCOCC1)c1ccccc1` (configuration not stated) gave XIAP antagonists -6.0%, Large T inhibition -2.4%, HIV peptide binding -1.2%, MgcRacGAP inhibition 8.9%, LYP phosphatase -9.7%, Siah-1 displacement 3.0%, AID2073 -0.3%, Dengue-2 NS5 capping -4.4% and RSV antiviral HEp-2 0.5%.
For CCN1C(=O)CC2(C[N+]3(C)CCC2CC3)C1=O (configuration not stated) the results were XIAP antagonists 1.8%, Large T inhibition -2.1%, HIV peptide binding -1.0%, MgcRacGAP inhibition 6.2%, LYP phosphatase -5.6%, Siah-1 displacement 8.2%, AID2073 3.1%, Dengue-2 NS5 capping -6.4% and RSV antiviral HEp-2 1.7%.
Clc1cncc(Cl)c1N/N=C/c1ccncc1 was read as XIAP antagonists -5.6%, Large T inhibition 13.7%, HIV peptide binding -0.9%, MgcRacGAP inhibition 7.7%, LYP phosphatase -2.2%, Siah-1 displacement 3.0%, AID2073 4.4%, Dengue-2 NS5 capping -1.9% and RSV antiviral HEp-2 3.4%.
For Cc1cc(C)c(C(=O)COC(=O)c2cc([N+](=O)[O-])ccc2N2CCOCC2)cc1C the results were Large T inhibition 6.1%, MgcRacGAP inhibition 7.0%, Dengue-2 NS5 capping 3.7% and RSV antiviral HEp-2 0.6%.
CCOC(=O)c1[nH]c2c(c1C)C(=O)CC(c1ccc(F)cc1)C2 (configuration not stated) was read as XIAP antagonists -3.7%, Large T inhibition 3.2%, HIV peptide binding -1.8%, MgcRacGAP inhibition 11.5%, LYP phosphatase -2.2%, Siah-1 displacement 14.3%, AID2073 1.3%, Dengue-2 NS5 capping -2.9% and RSV antiviral HEp-2 2.5%.
COC(=O)CSc1ncc(OC)c(OC)n1 was read as XIAP antagonists -2.6%, Large T inhibition 1.8%, HIV peptide binding -0.9%, MgcRacGAP inhibition -0.2%, LYP phosphatase -6.6%, Siah-1 displacement 2.4%, AID2073 -3.9%, Dengue-2 NS5 capping -6.5% and RSV antiviral HEp-2 1.2%.
Screening CC1(C)CC(C)(O)P(=O)(c2ccccc2)O1 (configuration not stated) returned XIAP antagonists -1.0%, Large T inhibition -0.9%, HIV peptide binding -2.3%, MgcRacGAP inhibition 12.4%, LYP phosphatase 2.1%, Siah-1 displacement -5.3%, AID2073 -3.6%, Dengue-2 NS5 capping 1.4%, RSV antiviral HEp-2 3.0% and Dengue-2 NS5 capping pilot replicate -3.6.
`ClCCN1C2=NCCCN2c2ccccc21` gave XIAP antagonists -9.7%, Large T inhibition 2.2%, HIV peptide binding 0.0%, MgcRacGAP inhibition 6.7%, LYP phosphatase -5.4%, Siah-1 displacement -1.5%, AID2073 -9.6%, Dengue-2 NS5 capping 2.3% and RSV antiviral HEp-2 -0.9%.
Screening Nn1c(Cc2ccccc2)nc2cc(Cl)ccc2c1=O returned Large T inhibition 11.4%, HIV peptide binding -0.9%, MgcRacGAP inhibition 9.5%, LYP phosphatase -7.1%, Siah-1 displacement 3.7%, AID2073 -11.4%, Dengue-2 NS5 capping 3.4% and RSV antiviral HEp-2 6.2%.
`CC(=O)NC(=S)NNC(=O)CCc1ccccc1` gave XIAP antagonists -3.6%, Large T inhibition 6.7%, HIV peptide binding -0.1%, MgcRacGAP inhibition 3.0%, LYP phosphatase -1.4%, Siah-1 displacement -10.7%, AID2073 19.3%, Dengue-2 NS5 capping -9.5% and RSV antiviral HEp-2 0.6%.
`Cc1cccc(C)c1NCC(=O)N1CCN(Cc2ccccc2)CC1` gave Large T inhibition 58.5%, HIV peptide binding 0.6%, MgcRacGAP inhibition 3.2%, LYP phosphatase -2.6%, Siah-1 displacement 3.8%, AID2073 0.7%, Dengue-2 NS5 capping -0.7% and RSV antiviral HEp-2 3.0%.
`CC(=O)N1CCC(c2c[nH]c3ccccc23)CC1` gave Large T inhibition 10.7%, HIV peptide binding -2.7%, MgcRacGAP inhibition 14.1%, LYP phosphatase -8.7%, Siah-1 displacement -0.6%, AID2073 4.6%, Dengue-2 NS5 capping -4.7% and RSV antiviral HEp-2 2.8%.
O=C(CSc1nc2ccccc2o1)NCc1n[nH]c(=O)c2ccccc12 was read as XIAP antagonists -0.3%, Large T inhibition -3.0%, HIV peptide binding 7.0%, MgcRacGAP inhibition 6.0%, LYP phosphatase 0.5%, Siah-1 displacement 4.6%, AID2073 -1.2%, Dengue-2 NS5 capping -1.9% and RSV antiviral HEp-2 0.6%.
Screening Cc1ccc(NS(=O)(=O)c2ccc(OCC(=O)NCc3cccnc3)cc2)cc1 returned XIAP antagonists -4.7%, Large T inhibition 2.6%, HIV peptide binding 0.7%, MgcRacGAP inhibition 4.8%, LYP phosphatase -1.5%, Siah-1 displacement -4.7%, AID2073 -6.1%, Dengue-2 NS5 capping 3.2% and RSV antiviral HEp-2 1.4%.
For CCOc1ccc(OCC)c(NC(=O)C2CCCN(c3ncccn3)C2)c1 (configuration not stated) the results were XIAP antagonists 0.2%, Large T inhibition 13.9%, HIV peptide binding 0.5%, MgcRacGAP inhibition 7.4%, LYP phosphatase -7.0%, Siah-1 displacement 1.8%, AID2073 1.3% and Dengue-2 NS5 capping 2.4%.
For CC(NC(=O)c1ccccc1)c1nc2ccccc2n1Cc1ccc(C#N)cc1 (configuration not stated) the results were XIAP antagonists -2.8%, Large T inhibition -2.3%, HIV peptide binding 2.0%, MgcRacGAP inhibition 0.1%, LYP phosphatase -1.0%, Siah-1 displacement -0.6%, AID2073 -3.6%, Dengue-2 NS5 capping -8.8% and RSV antiviral HEp-2 1.8%.
Cn1c(CN2CCCC2)nc2cc(NC(=O)c3ccco3)ccc21 was read as XIAP antagonists -2.8%, Large T inhibition 6.1%, HIV peptide binding 0.9%, MgcRacGAP inhibition 3.5%, LYP phosphatase -3.1%, Siah-1 displacement 2.8%, AID2073 12.4%, Dengue-2 NS5 capping -6.3% and RSV antiviral HEp-2 0.7%.
`Cn1c(C(=O)NC2CCCCC2)cc2sccc21` gave XIAP antagonists 2.1%, Large T inhibition 10.8%, HIV peptide binding -1.9%, MgcRacGAP inhibition 8.3%, LYP phosphatase -4.8%, Siah-1 displacement -3.2%, AID2073 -3.1%, Dengue-2 NS5 capping -10.4% and RSV antiviral HEp-2 -0.9%.
CC(C)Cc1nnc(NC(=O)CCN2C(=O)c3ccccc3C2=O)s1 was read as XIAP antagonists -8.3%, Large T inhibition 3.4%, HIV peptide binding -0.6%, MgcRacGAP inhibition 19.8%, LYP phosphatase -2.2%, Siah-1 displacement 0.7%, AID2073 -3.1%, Dengue-2 NS5 capping 2.1% and RSV antiviral HEp-2 2.0%.
Screening Nc1c(C(=O)Nc2ccccc2)sc2nc(-c3ccco3)ccc12 returned XIAP antagonists -5.3%, Large T inhibition 17.9%, HIV peptide binding -3.2%, MgcRacGAP inhibition 9.7%, LYP phosphatase 17.2%, Siah-1 displacement 16.7%, AID2073 inconclusive, Dengue-2 NS5 capping -9.1% and RSV antiviral HEp-2 -0.5%.
`O=C(CCSc1nnc(-c2ccncc2)o1)Nc1cccc(Cl)c1` gave XIAP antagonists -5.7%, Large T inhibition 26.9%, HIV peptide binding -1.3%, MgcRacGAP inhibition 4.6%, LYP phosphatase 0.6%, Siah-1 displacement 6.6%, AID2073 9.3%, Dengue-2 NS5 capping -5.3% and RSV antiviral HEp-2 2.3%.
CCOc1cccc(/C=C(/C#N)c2nc3ccccc3[nH]2)c1OCC(=O)O was read as Large T inhibition 5.9%, HIV peptide binding 2.7%, MgcRacGAP inhibition 2.9%, LYP phosphatase -5.5%, Siah-1 displacement 14.6%, AID2073 13.6%, Dengue-2 NS5 capping 4.6%, RSV antiviral HEp-2 1.6% and Dengue-2 NS5 capping pilot replicate -4.6.
CC1CCc2c(sc(NC(=O)COC(=O)c3ccccc3NCc3ccco3)c2C#N)C1 (configuration not stated) was read as XIAP antagonists -1.2%, Large T inhibition -3.5%, HIV peptide binding 2.0%, MgcRacGAP inhibition 4.7%, LYP phosphatase 1.6%, Siah-1 displacement 0.4%, AID2073 16.2%, Dengue-2 NS5 capping 1.4%, RSV antiviral HEp-2 2.3% and Dengue-2 NS5 capping pilot replicate -0.3.
Screening O=C(N/N=C/c1cc2ccccc2nc1Cl)c1ccncc1 returned XIAP antagonists -5.1%, Large T inhibition 16.0%, HIV peptide binding -2.4%, MgcRacGAP inhibition 6.7%, LYP phosphatase -0.4%, Siah-1 displacement -0.1%, AID2073 7.6%, Dengue-2 NS5 capping 2.3% and RSV antiviral HEp-2 -0.9%.
O=C(NCCCO)C(=O)Nc1cc2c3c(c1)CCC(=O)N3CCC2 was read as Large T inhibition 4.3%, HIV peptide binding 0.4%, MgcRacGAP inhibition 8.4%, LYP phosphatase -11.1%, Siah-1 displacement 1.1%, AID2073 3.3%, Dengue-2 NS5 capping -0.8% and RSV antiviral HEp-2 -0.1%.
`C/C(=N\NC(N)=S)c1ccncc1` gave Large T inhibition 9.0%, HIV peptide binding 0.7%, LYP phosphatase -5.4%, Siah-1 displacement 1.3% and AID2073 8.9%.
Screening O=C(Oc1ccc(-c2ccccc2)cc1)N1CCOCC1 returned XIAP antagonists 1.5%, Large T inhibition -4.4%, HIV peptide binding 0.8%, MgcRacGAP inhibition 1.7%, LYP phosphatase 7.8%, Siah-1 displacement 3.7%, AID2073 3.8%, Dengue-2 NS5 capping -6.2% and RSV antiviral HEp-2 2.8%.
`Cc1sc(NC(=O)COc2ccccc2)c(C#N)c1C` gave XIAP antagonists -1.4%, Large T inhibition 7.6%, HIV peptide binding 1.1%, MgcRacGAP inhibition 12.5%, LYP phosphatase -6.6%, Siah-1 displacement -0.7%, AID2073 34.9%, Dengue-2 NS5 capping -4.6% and RSV antiviral HEp-2 0.6%.
Screening CC(NC(=O)C1CC1)C(c1cccs1)N1CCN(c2ccccc2)CC1 (configuration not stated) returned XIAP antagonists -5.4%, Large T inhibition 1.8%, HIV peptide binding -1.2%, MgcRacGAP inhibition 5.5%, LYP phosphatase -3.0%, Siah-1 displacement 3.1%, AID2073 10.2%, Dengue-2 NS5 capping -0.7% and RSV antiviral HEp-2 0.3%.

Compound activity as filed in PubChem BioAssay.
